Assay outcomes from PubChem BioAssay.
RAD54 inh – blocks human RAD54 Holliday junction branch migration. inhibition, % at 10.4 µM. Q92698. AID 602329. 360,000 tested, 0.14% active. FAM/BHQ fluorescence;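 active means mean normalized replicate activity at least 40 and at least half of replicates scoring 40 or more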;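 further: 0% = median of neutral control wells and 100% = median of positive control wells; inhibitors cause a drop in the FAM fluorescence signal; in these data hits start at about 50%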
Target sequence (Q92698 whole entry, looked up): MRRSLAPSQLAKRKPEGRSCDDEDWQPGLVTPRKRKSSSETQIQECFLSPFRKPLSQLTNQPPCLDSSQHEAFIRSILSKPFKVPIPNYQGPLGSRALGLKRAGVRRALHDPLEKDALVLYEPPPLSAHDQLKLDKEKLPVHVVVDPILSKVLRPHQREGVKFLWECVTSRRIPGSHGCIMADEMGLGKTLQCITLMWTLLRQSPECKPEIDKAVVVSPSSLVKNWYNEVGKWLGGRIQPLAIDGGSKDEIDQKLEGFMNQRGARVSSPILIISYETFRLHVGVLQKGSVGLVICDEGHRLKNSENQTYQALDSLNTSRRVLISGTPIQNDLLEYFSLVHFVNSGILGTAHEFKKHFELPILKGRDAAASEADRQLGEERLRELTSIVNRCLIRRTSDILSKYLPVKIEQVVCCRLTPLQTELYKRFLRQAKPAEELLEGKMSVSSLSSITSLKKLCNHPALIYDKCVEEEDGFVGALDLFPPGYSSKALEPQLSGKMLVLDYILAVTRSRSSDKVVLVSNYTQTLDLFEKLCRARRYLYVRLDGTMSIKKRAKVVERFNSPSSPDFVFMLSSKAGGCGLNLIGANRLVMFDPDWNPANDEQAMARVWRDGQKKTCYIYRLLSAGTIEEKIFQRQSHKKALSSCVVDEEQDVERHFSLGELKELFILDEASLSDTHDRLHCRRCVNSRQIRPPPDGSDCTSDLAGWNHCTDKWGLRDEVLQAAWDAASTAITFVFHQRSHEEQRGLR
miR122 inh – miR-122 inhibition in Huh7 cells; Huh7 miR-122 Renilla luciferase sensor, 48 h; neutral wells = 0, positive control = 100; activation (reporter increase), % at 12.5 µM; 340,000 tested, 0.3% active;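 active means mean replicate activation score at least 90 and every replicate individually at or above 90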;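 further: higher luciferase means less miR-122 activity so hits act as miR-122 inhibitors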
ERAP1 inh – blocks human ERAP1 aminopeptidase activity; recombinant ERAP1, Leu-AMC fluorescence, 60 min; inhibition, % at 10.7 µM; 340,000 tested, 0.15% active; AID 652197;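 active means mean replicate inhibition of at least 30%, or all replicates individually reaching that 30% level; inactive means mean below 30% and not every replicate reaching it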;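 further: 0% = neutral control wells and 100% = L-leucinethiol positive control wells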
E-selectin induc – E-selectin induction on HUVECs. P16581. HUVEC E-selectin immunofluorescence imaging; normalized: neutral wells 0, TNF-alpha wells 100. activation, % at 7.58 µM. 260,000 tested, 0.37% active. AID 686992;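 active means mean E-selectin-positive cell signal at least 10% of the positive control, reached in at least 60% of replicates, without over 20% cell loss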;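 further: in these data hits start at about 27%; measured in HUVEC primary endothelial cells; signal is the percent of cells scored E-selectin positive by PE staining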
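Assay system: HUVEC, human umbilical vein endothelial cells / Amount: 3,000 HUVEC/well / Controls: TNF-alpha positive control, DMSO neutral control / Compound dosing: single concentration / Medium: EGM-2 over gelatin coat / Evaluation: percent E-selectin-positive cells / Signal: immunofluorescence imaging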
PglD inh – PglD (C. jejuni) enzyme inhibition. purified PglD enzyme, DTNB colorimetric CoA detection. inhibition, % at 12.5 µM. 360,000 tested, 0.098% active. AID 602405; in the data active means inhibition above about 16%, passing the limit was not always enough; further: strong numbers were not always called active
PGC1a acetyl inh – PGC1a acetylation modulation, inhibitor mode; inhibition, % at 15.6 µM; 350,000 tested, 0.17% active; U2OS PGC1a acetylation, AlphaScreen anti-acetyl-lysine; with virally co-expressed GCN5 acetyltransferase; AID 651687;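 active means every replicate shows inhibition of at least 40%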;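 further: 0% = neutral control wells and 100% = positive control wells; some results beyond the cut were filed as inactive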
RAD52 inh – blocks human RAD52 DNA annealing; recombinant RAD52 DNA annealing, FRET fluorescence; 360,000 tested, 0.46% active; inhibition, % at 18.7 µM; P43351;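 active means every replicate showing at least 50% inhibition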
Cneo AK release – Cryptococcus neoformans lysis via adenylate kinase release; C. neoformans lysis, adenylate kinase release luminescence, 4 h; normalised: neutral wells 0, clomiphene wells 100; lysis activity, % at 15 µM; 360,000 tested, 0.2% active; AID 651654;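 active means mean lysis activity across replicates of at least 80%, whatever share of replicates individually reach that level; inactive means mean lysis activity below 80%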
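Material: C. neoformans cells; Schedule: 4 h static compound exposure, 37 °C, read 1 h post-reagent; Measured by: adenylate kinase release luminescence; Read-out: signal increase indicating cell lysis; Controls: Clomiphene as positive lysis control.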
Numbers without * were called inactive; · = no result given; & = joins results of further samples; [ ] = remark or other dose.

Value order – RAD54 inh	miR122 inh	ERAP1 inh	E-selectin induc	PglD inh	PGC1a acetyl inh	RAD52 inh	Cneo AK release
- CCC(=O)c1cc2c(C)cc(=O)oc2c(C)c1OC
 : -7.3	-3.8	·	·	1.0	11.0	·	1.2
- Cc1ccc(CSC2=Nc3ccccc3C3=NC(CC(=O)NCc4ccco4)C(=O)N23)cc1 (stereo not given)
 : 4.1	35.9	·	·	3.3	6.3	·	-7.9
- CN(C)C(=O)c1ccc(-c2ccc([C@H]3[C@@H](C#N)N(S(C)(=O)=O)[C@H]3CO)cc2)cc1
 : -4.8	·	-3.4	-0.3	0.8	7.6	-1.4	0.9
- N#CC(C(=O)Nc1ccc(Cl)cc1)=C1Nc2ccccc2N1
 : -2.6	-1.2	·	·	-0.1	10.1	·	1.4
- Cc1ccc[n+](-c2nc3ccccc3nc2C(=C=[N-])C#N)c1
 : -12.0	-5.8&4.6	5.8	·	0.8	-4.0&3.2	-36.4	0.9
- COCCNC(=O)C(c1ccc(C)cc1)N(CCOC)C(=O)CCC(=O)Nc1nccs1 (stereo not given)
 : -2.4	-1.4	1.8	·	11.0	0.1	-6.5	0.3
- COc1ccc(OC)c(NC(=O)COC(=O)CC2CCCCC2)c1
 : 1.9	-8.7	0.3	0.1	3.6	6.5	-1.6	-0.5
- O=C(NCc1ccco1)/C(=C/c1ccccc1F)NC(=O)c1ccccc1
 : 3.5	2.2	-1.9	·	-0.8	-25.2	-6.4	-2.2
- CNC(=O)/C(C#N)=C/c1c(N2CCCCCC2)nc2ccccn2c1=O
 : -25.6	1.4	1.5	-0.1	-2.2	·	-6.2	1.2
- O=C(NCc1ccccn1)c1ccc(OC2CCN(Cc3ccccc3O)CC2)cc1
 : 1.9	-4.9	-7.9	0.2	-1.3	1.0	-9.5	1.2
- Cc1ccc(OCC(=O)N(C)CCc2ccccn2)cc1
 : -3.4	-1.4	-9.1	·	23.9*	11.6	-11.3	0.1
- COc1ccc(-n2c(C)cc(C=O)c2C)cc1Cl
 : -3.4	0.4	·	·	8.3	10.7	·	1.6
- c1ccn(-c2ncnc3sc4c(c23)CCCC4)c1
 : 0.6	-6.8	·	·	-3.3	5.1	·	1.9
- Fc1ccc(CNC(=S)NCc2cccc(Cl)c2)cc1
 : 6.8	14.6	1.0	-0.2	0.7	-29.5	-22.8	16.8
- COC(=O)CCC(=O)N1CCC(CCC(=O)NCc2ccc(F)cc2)CC1
 : 3.8	4.9	-2.1	·	-3.6	16.4	-8.0	-0.2
- Cc1noc(C)c1C(=O)OCC(=O)c1c(N)n(CC(C)C)c(=O)n(C)c1=O
 : -7.0	1.4	·	·	3.7	-1.5	·	0.2
- Cc1cc(NC(=O)CSc2ncc(CO)n2Cc2ccc(F)cc2)no1
 : -6.2	2.8	-1.5	·	1.1	1.0	7.7	8.3
- O=C(Nc1ccon1)c1ccc(S(=O)(=O)N2CCCCCC2)cc1
 : 4.3	0.9	·	·	-1.4	0.1	·	-0.4
- O=c1oc([C@@H](O)c2ccccc2)cc2ccccc12
 : -4.7	·	-4.4	-0.2	-2.5	·	-7.5	0.9
- Cc1ccc(OC(C)C(=O)Nc2cccc(S(=O)(=O)N3CCCCCC3)c2)cc1 (stereo not given)
 : 8.7	-0.7	-4.2	-0.2	3.4	-4.7	-21.8	-0.3

Compounds above that have a cyano group:
Value order – RAD54 inh	miR122 inh	ERAP1 inh	E-selectin induc	PglD inh	PGC1a acetyl inh	RAD52 inh	Cneo AK release
- CN(C)C(=O)c1ccc(-c2ccc([C@H]3[C@@H](C#N)N(S(C)(=O)=O)[C@H]3CO)cc2)cc1
 : -4.8	·	-3.4	-0.3	0.8	7.6	-1.4	0.9
- N#CC(C(=O)Nc1ccc(Cl)cc1)=C1Nc2ccccc2N1
 : -2.6	-1.2	·	·	-0.1	10.1	·	1.4
- Cc1ccc[n+](-c2nc3ccccc3nc2C(=C=[N-])C#N)c1
 : -12.0	-5.8&4.6	5.8	·	0.8	-4.0&3.2	-36.4	0.9
- CNC(=O)/C(C#N)=C/c1c(N2CCCCCC2)nc2ccccn2c1=O
 : -25.6	1.4	1.5	-0.1	-2.2	·	-6.2	1.2

Later entries.
Value order – RAD54 inh	miR122 inh	ERAP1 inh	E-selectin induc	PglD inh	PGC1a acetyl inh	RAD52 inh	Cneo AK release
- Cc1cc(C)c(S(=O)(=O)NCc2cccs2)cc1C
 : -10.7	·	2.2	-0.3	0.1	-4.6	-14.3	1.5
- Oc1ccc(-c2nnc(SCC3CCCCC3)o2)cc1
 : 4.4	-7.1	·	·	-3.7	-9.0	·	-3.3
- O=C(O)c1ccc(NS(=O)(=O)c2ccc3c(c2)OCCO3)cc1
 : 0.6	-0.6	-1.3	·	1.3	2.9	-11.1	-2.1
- Cc1ccc(-n2nnc3c(=O)n(CC(=O)OCc4ccccc4)cnc32)cc1
 : -0.3	·	1.2	·	-5.4	·	-11.3	1.1
- CC(C)(C)C(=O)Nc1cc(NC(=O)C(C)(C)C)cc(C(=O)NNC(=O)c2ccncc2)c1
 : -0.7	·	-7.2	·	-1.0	·	-2.5	1.1
- Cc1noc(C)c1C(=O)N1CCC1(C)C(=O)NS(=O)(=O)c1cccc(OC(F)F)c1 (stereo not given)
 : -9.1	7.6	8.2	0.0	-1.5	-5.9	-2.8	-0.8
- Cc1ccc(SCc2cn3c(C)cc(C)nc3n2)cc1
 : ·	·	-0.5	9.5	·	-4.4	2.9	·
- O=C1c2ccccc2C(=O)N1OCc1ccc(Cl)cc1
 : 6.6	0.8	·	·	6.9	-3.2	·	-2.2
- CC(C)Cn1c(SCC(=O)O)nnc1-c1cccc(S(=O)(=O)N2CCOCC2)c1
 : -3.3	-6.3	-3.3	-0.4	-0.4	1.7	-14.1	-0.3
- C[C@H]1CN=C(N(C)C)N1CC1CCC(C(C)(C)C)CC1 (stereo not given in full)
 : -11.6	5.2	1.0	0.1	-4.8	2.1	4.0	3.6
- COC(=O)c1ccc(C23CC4(C2)[C@H](CN(Cc2cccnc2)[C@@H]4c2ccccc2)C3c2ccc(Cl)nc2)cc1 (stereo not given in full)
 : -9.4	-0.4	·	0.9	-3.4	-22.2	-17.8	3.5
- C[C@@H]1CN([C@@H](C)CO)C(=O)Cc2cc(NC(=O)Cn3cnnn3)ccc2O[C@H]1CN(C)Cc1ccc(C(=O)O)cc1
 : 1.8	2.3[16.7 µM]	0.3	-0.5	0.8	8.1	10.5	-0.1
- CCCNC(=O)N(C)C[C@@H]1Oc2cc(C#Cc3cccc(F)c3)ccc2S(=O)(=O)N([C@@H](C)CO)C[C@H]1C
 : 0.4	1.3[16.7 µM]	2.4	0.1	0.9	11.2	-21.9	-0.6
- O=C(c1ccc(S(=O)(=O)N2CCCCC2)cc1)N1CCCC(C(F)(F)F)C1 (stereo not given)
 : -2.6	1.4	-0.3	-0.1	-4.1	2.3	-10.2	-0.9
- C[C@H]1CN([C@@H](C)CO)C(=O)Cc2cc(NC(=O)NC3CCCCC3)ccc2O[C@H]1CN(C)CC1CC1
 : 12.3	-2.4[16.7 µM]	-0.5	3.2	-2.3	-5.6	3.1	0.4
- Cn1c(=O)c2c(nc(CN3CCN(Cc4ccccc4)CC3)n2Cc2ccc(F)cc2)n(C)c1=O
 : -8.8	-13.5	-0.2	-1.2	1.1	-12.9	13.9	-0.6
- O=C(O)C1CCN(C(=O)c2ccco2)CC1
 : -3.1	-5.1	-2.5	4.0	0.4	12.0	-16.4	-1.7
- COCC1CCN(C(=O)C2CCC(=O)N(Cc3ccc(Cl)cc3)C2)CC1 (stereo not given)
 : 14.2	-2.4	-2.1	0.0	2.2	-2.9	-15.4	-0.4
- CN(C)CCCNC(=O)C[C@H]1C[C@H](C(=O)N2CCOCC2)[C@@]2(CCC3CCCC3)c3[nH]c4cc(CCC(=O)N(C)C)ccc4c3CCN2C1=O
 : 4.8	·	·	-1.0	-3.1	·	-9.6	1.3
- COc1ccc(NC(=O)Nc2ccc3c(c2)CC(=O)N([C@@H](C)CO)C[C@H](C)[C@H](CN(C)S(=O)(=O)c2ccc(Cl)cc2)O3)cc1
 : ·	76.1[16.7 µM]	1.2	-11.9	·	-2.6	13.8	·

Remaining list, next part
Value order – RAD54 inh	miR122 inh	ERAP1 inh	E-selectin induc	PglD inh	PGC1a acetyl inh	RAD52 inh	Cneo AK release
- Cc1ccc(C)c(C(=O)CN2C(=O)NC3(CCCCCCC3)C2=O)c1
 : 2.8	4.1	-1.1	16.0	-0.1	-8.0	-14.5	0.4
- CN(C)S(=O)(=O)c1cccc(N=C2SCCN2Cc2ccccc2)c1
 : 5.6	17.5	-1.2	-1.9	4.3	4.4	-12.7	0.1
- COc1ccccc1-c1cnc2c(c1)C(=O)N([C@@H](C)CO)C[C@H](C)[C@@H](CN(C)C(=O)c1cccnc1)O2
 : -15.3	-4.8[16.7 µM]	-0.1	0.2	0.2	-7.6	11.7	2.2
- COc1ccccc1CN1CCNC(=O)C1CC(=O)NCCCN1CCOCC1 (stereo not given)
 : 4.8	-1.5	-0.3	-0.2	-4.4	-6.0	-12.3	-0.3
- O=C(C[C@H]1C[C@@H]2c3cc(NC(=O)CC4CC4)ccc3O[C@@H]2[C@@H](CO)O1)NCc1cccnc1
 : 6.3	8.0[16.7 µM]	3.6	-0.1	5.4	5.9	1.9	53.3
- C[C@@H]1CCCCO[C@@H](CN(C)C(=O)CCC(F)(F)F)[C@@H](C)CN([C@H](C)CO)C(=O)c2cc(N(C)C)ccc2O1
 : 10.0&-6.6&-9.1	-1.8	16.2&0.9&2.0	0.3&-0.2	3.5&1.2&-0.4	4.0&7.9	-52.3&-6.1	-1.8&1.8&-4.8
- Cc1c(C(=O)C(=O)NCC2CCCO2)c2ccccc2n1C (stereo not given)
 : -0.6	3.3	-0.4	4.4	-2.5	3.1	-9.8	3.6
- Cc1ccccc1C(=O)Nc1sc(C)c(C)c1C(=O)c1ccccc1
 : -3.7	23.7	·	·	-0.7	-17.4	·	-1.5
- C[C@@H]1CN([C@@H](C)CO)C(=O)c2cc(NC(=O)c3ccncc3)ccc2O[C@@H](C)CCCCO[C@@H]1CN(C)S(=O)(=O)c1ccccc1
 : 0.1	17.7[16.7 µM]	2.0	·	1.0	4.1	-11.4	50.3
- COc1ccc(S(=O)(=O)Nc2cccc(-c3ccc4nncn4n3)c2)cc1
 : -0.1	·	1.0	·	-1.4	·	12.4	2.3
- COc1cc(O)c(CC=C(C)C)c(O)c1C(=O)CCc1ccc(O)cc1
 : 3.7	4.0	6.3	·	1.3	-22.7	-22.8	-7.6
- CO[C@H]1CN(C)C(=O)c2cc(NC(=O)C3CCC3)ccc2OC[C@H](C)N(Cc2cccnc2)C[C@H]1C
 : -8.3	·	3.8	0.1	-3.7	1.0	6.7	-0.4

Sorted by value in miR122 inh (rising): some entries from above
SMILES | miR122 inh | ERAP1 inh | PglD inh | PGC1a acetyl inh | RAD52 inh
C[C@@H]1CCCCO[C@@H](CN(C)C(=O)CCC(F)(F)F)[C@@H](C)CN([C@H](C)CO)C(=O)c2cc(N(C)C)ccc2O1 | -1.8 | 16.2&0.9&2.0 | 3.5&1.2&-0.4 | 4.0&7.9 | -52.3&-6.1
Cc1ccc(C)c(C(=O)CN2C(=O)NC3(CCCCCCC3)C2=O)c1 | 4.1 | -1.1 | -0.1 | -8.0 | -14.5
CN(C)S(=O)(=O)c1cccc(N=C2SCCN2Cc2ccccc2)c1 | 17.5 | -1.2 | 4.3 | 4.4 | -12.7
